Source: PubChem BioAssay
EWS-Fli inh = EWS/Fli transcriptional activity inhibition. A673 NR0B1-luciferase reporter, viability-normalised. inhibition, % at 12.6 µM. AID 651661. hit rate 0.67% among 350,000;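 active means mean inhibition of at least 50% after viability correction, with every replicate also passing that limit; inconclusive means mean reaches 50% but only one of two replicates passes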;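 further: firefly luciferase signal divided by Alamar Blue viability fluorescence both relative to DMSO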
PAX8 inh HTS = PAX8 transcriptional activity inhibition. RMG-I TPO-luciferase reporter, SteadyGlo, 24 h. inhibition, % at 12.6 µM. hit rate 1.2% among 360,000. AID 652154;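 active means mean replicate inhibition at least 60% with every replicate also reaching 60%; inconclusive means only one of the two criteria is met; inactive means mean below 60% and not all replicates reaching 60%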;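 further: luciferase light reporting Pax8 driven TPO promoter activity; plate controls were median of neutral control wells for no effect and mitoxantrone controls for full effect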
Casp6 inh = blocks human caspase-6 cleavage activity. P55212. purified caspase-6, Z-VEID-R110 cleavage fluorescence. inhibition, % at 12.5 µM. hit rate 0.53% among 350,000;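 active means mean inhibition across replicates at least about 35%, with every replicate also reaching that limit, limit read from the data; inconclusive means only one of the two criteria met; inactive means neither criterion met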;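 further: 0% = median of neutral control wells and 100% = no fluorescence left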
Target sequence (P55212 24-179 limits assumed): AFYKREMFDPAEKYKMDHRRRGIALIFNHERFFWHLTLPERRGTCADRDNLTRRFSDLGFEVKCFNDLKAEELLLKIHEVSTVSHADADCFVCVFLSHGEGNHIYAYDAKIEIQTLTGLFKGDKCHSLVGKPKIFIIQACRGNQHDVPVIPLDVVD
Target sequence (P55212 194-293 limits assumed): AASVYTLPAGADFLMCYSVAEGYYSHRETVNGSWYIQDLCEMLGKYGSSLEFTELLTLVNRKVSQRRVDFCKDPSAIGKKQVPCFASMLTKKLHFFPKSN
SIRT5 inh = blocks human SIRT5 desuccinylation of peptide; Q9NXA8; Purified SirT5, succinyl-peptide AMC, trypsin-coupled fluorescence; inhibition, % at 15 µM; hit rate 1.1% among 330,000; AID 652115; in the data active means inhibition above about 15%; inconclusive means no clear call, values can overlap the other calls
Target sequence (Q9NXA8 whole entry, looked up): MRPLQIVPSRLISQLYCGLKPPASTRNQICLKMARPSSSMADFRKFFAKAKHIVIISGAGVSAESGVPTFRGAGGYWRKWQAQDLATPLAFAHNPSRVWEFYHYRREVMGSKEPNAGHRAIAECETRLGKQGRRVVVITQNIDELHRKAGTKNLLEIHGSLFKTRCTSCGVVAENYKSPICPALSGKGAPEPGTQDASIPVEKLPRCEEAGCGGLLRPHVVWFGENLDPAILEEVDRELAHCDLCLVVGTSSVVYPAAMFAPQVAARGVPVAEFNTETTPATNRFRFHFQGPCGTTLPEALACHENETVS
LGR2 antag = inhibitors of bursicon-induced Drosophila LGR2 receptor cAMP signaling; inhibition, % at 9.99 µM; HEK293 LGR2, CRE-luciferase, bursicon-stimulated, 4 h; hit rate 0.35% among 380,000;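 active means drop in luminescence signal, shown as inhibition above about 50% in the replicate tests, limit read from the data, passing the limit was not always enough; inconclusive means probably only some replicates passing the limit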;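 further: agonist challenge used bursicon conditioned medium at about half maximal strength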
DENV2 CPE rescue = protects cells from dengue virus 2 cytopathic effect. DENV2-infected cells, cytopathic effect rescue, plate reader. CPE inhibition, % at 9.99 µM. hit rate 1.7% among 350,000. AID 651640; in the data active means CPE inhibition above about 20%, passing the limit was not always enough; inconclusive means no clear call, values can overlap the other calls; tested in BHK-21 cells;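 further: 0% = median of neutral control wells and 100% = median of positive control wells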
ARNT TACC3 PPI = disruptors of human ARNT/TACC3 interaction; AlphaScreen His-ARNT PAS-B/GST-TACC3 binding, luminescence; TACC3 fragment carries E629A point mutation; inhibition, % at 9.99 µM; Q9Y6A5; hit rate 0.66% among 390,000;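 active means mean inhibition of replicates at least 50% and at least half of replicates each reaching 50%; inconclusive means half or more replicates reach 50% but mean below 50%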;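 further: 0% = complete ARNT plus TACC3 wells and 100% = ARNT alone without TACC3; many hits fall short of the cut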
Active calls of the source: *; ? = inconclusive; nt = not tested or not shown; & = joins results of further samples. Outcome played no part in choosing rows; about 4.9% have a hit in one of these screens.

Start of the data: the first two records as a preview:
SMILES | EWS-Fli inh | PAX8 inh HTS | Casp6 inh | SIRT5 inh | LGR2 antag | DENV2 CPE rescue | ARNT TACC3 PPI
Cc1noc(C)c1NC(=O)Nc1ccc2c(c1)C(=O)N([C@@H](C)CO)C[C@@H](C)[C@H](CN(C)C(=O)Nc1cccc3ccccc13)OCCCC[C@@H](C)O2 | 2 | -23 | nt | nt | 38 | -1 | 6
Nc1nc(SCc2ccccc2)c2ncn(C3CCCCC3)c2n1 | -40 | -93 | -5 | nt | -70 | -2 | -5

Main list, previewed entries included:
SMILES | EWS-Fli inh | PAX8 inh HTS | Casp6 inh | SIRT5 inh | LGR2 antag | DENV2 CPE rescue | ARNT TACC3 PPI
Cc1noc(C)c1NC(=O)Nc1ccc2c(c1)C(=O)N([C@@H](C)CO)C[C@@H](C)[C@H](CN(C)C(=O)Nc1cccc3ccccc13)OCCCC[C@@H](C)O2 | 2 | -23 | nt | nt | 38 | -1 | 6
Nc1nc(SCc2ccccc2)c2ncn(C3CCCCC3)c2n1 | -40 | -93 | -5 | nt | -70 | -2 | -5
O=C(C1CCCC1)N1CC(=O)N2[C@@H](CO)[C@@H](c3ccc(-c4ccccc4F)cc3)[C@@H]2C1 | 2 | 12 | -2 | 0 | 8 | -7 | nt
CCOC(=O)c1ccc(NC(=S)N2CCCC(C)C2)cc1 (stereo not given) | -5 | -20 | 0 | 12 | -16 | -5 | nt
CCCCOc1ccc(C(C)NC(=O)C2CCCN(S(=O)(=O)CCC)C2)cc1 (stereo not given) | nt | 2 | nt | nt | 1 | nt | 1
Cc1ccc(CNC(=O)CCNS(=O)(=O)c2cccs2)cc1 | -1 | 26 | 0 | -1 | -5 | -7 | -5
O=C(O)CCn1cc(-c2ccc(Cl)cc2)nc1-c1ccc(Cl)nc1 | 4 | 3 | -2 | nt | 8 | -16 | -6
CO[C@H]1CN(C)C(=O)c2cc(NS(C)(=O)=O)ccc2OC[C@@H](C)N(C(=O)C2CCCCC2)C[C@@H]1C | 2 | -10 | 1 | -4 | -3 | 4 | -13
C#CCN([C@H](/C=C/C1CC1)[C@@H](O)Cc1ccccc1)[C@@H](Cc1ccccc1)C(=O)OC | 0 | -10 | -1 | 2 | nt | -6 | nt
CN(CC(=O)NCc1ccco1)S(=O)(=O)c1ccc2c(c1)c(=O)n(C)c(=O)n2C | -19 | 3 | -1 | -2 | -7 | 1 | -10
COCCNC(=O)c1c[nH]n2c(=O)cc(C3CCN(C(=O)OC(C)(C)C)CC3)nc12 | 4 | 0 | 1 | nt | -6 | -4 | 1
O=C(NC1(C(F)(F)F)OCCO1)c1ccc(F)cc1 | -8 | -7 | -2 | 0 | 15 | -4 | -7
CN(C)S(=O)(=O)c1cc(NC(=O)CN2CCCc3ccccc32)ccc1Cl | 7 | 24 | -2 | 1 | 2 | 1 | 7
COc1ccc(NC(=O)N2[C@@H]3CNC[C@H]2C3c2ccc(-c3ccccc3)cc2)cc1 (stereo not given in full) | 0 | -4 | 0&-4 | 6&-2 | -2&0 | ? | nt
C[C@H]1CN([C@@H](C)CO)C(=O)c2cc(NC(=O)C3CCCCC3)ccc2O[C@@H]1CN(C)Cc1ccncc1 | 0 | -3 | -2 | -2 | -5 | -9 | -12
CO[C@@H]1CN(C)C(=O)c2cc(NC(=O)C3CCCC3)ccc2OC[C@H](C)NC[C@H]1C | -7 | 3 | -2 | -2 | -14 | -6 | -16
CC(C)CC#Cc1ccc2c(c1)O[C@@H](CN(C)C(=O)c1ccccn1)[C@H](C)CN([C@H](C)CO)S2(=O)=O | 10 | nt | 1 | 3 | -7 | 9 | 3
Cn1cc(C(=O)C(=O)N2CCN(c3ccccc3)CC2)c2ccccc21 | 1 | 20 | 0 | 0 | 12 | 19 | -3
Cc1c[n+]([O-])cc(C)c1Oc1ccccc1 | -2 | -10 | -1 | -2 | -11 | -12 | 1
Cc1ccc(C2(C)NC(=O)N(CC(=O)N3CCN(C(=O)c4cccs4)CC3)C2=O)cc1 (stereo not given) | 4 | -5 | 3 | -4 | 0 | -4 | 2
COc1ccc(C(=O)Nc2ccccc2C(=O)Nc2ccccc2C(=O)O)cc1 | 2 | -83 | 8 | 7 | -24 | 2 | 40
Cc1cc(SCC(=O)NC2(C#N)CCCCC2)nc2c(C)cccc12 | -5 | 14 | -2 | -3 | -11 | nt | 4
OC[C@H]1[C@H](c2ccc(-c3ccccc3F)cc2)[C@@H]2CN(Cc3cncnc3)CCCCN12 | -5 | -1 | -2 | -1 | -2 | 9 | 2
C[C@@H]1C(=O)N(c2ccccc2)[C@@H]1c1ccncc1 | 6 | 6 | -2 | -3 | -2 | 7 | nt
CCOC(=O)C1=C(C)Nc2nc3ccccc3n2C1c1cccs1 (stereo not given) | -3 | 31 | -1 | nt | 2 | 13 | -33
N#CCC(=O)Nc1ccc(C(=O)OCC(=O)Nc2cccc(C(F)(F)F)c2)cc1 | 5 | 4 | -1 | 0 | -9 | nt | -9
CC(OC(=O)c1ccc(O)cc1)C(=O)Nc1nc(-c2ccccc2)cs1 (stereo not given) | -25 | 14 | 0 | 13 | -2 | 38* | -11
O=C1CSC(c2ccccc2)N1c1cccnc1 (stereo not given) | 0 | 14 | -3 | -6 | 2 | -4 | 6
COC(=O)C1=C(C)N(C)C(=NCc2ccc(OC)cc2)NC1c1cccc(F)c1 (stereo not given) | -5 | 8 | 0 | nt | -9 | 4 | nt
O=C1NC[C@H](c2ccccc2)N(CC2CCCCC2)C1=O | -12 | -4 | -1 | 3 | -2 | 0 | 2
Cc1noc(C)c1NC(=O)N(C)C[C@H]1OCCCC[C@@H](C)Oc2ccc(NS(=O)(=O)c3ccc(F)cc3)cc2C(=O)N([C@H](C)CO)C[C@@H]1C | -9 | -18 | -5 | 0 | 9 | -9 | 0
C[C@@H]1CN([C@@H](C)CO)S(=O)(=O)c2ccc(-c3cncnc3)cc2O[C@@H]1CN(C)C(=O)NC1CCCC1 | -9 | -29 | -1 | -2 | 14 | 19 | -7
CCOC(=O)N1CCN(c2c(N3CCN(c4ccccc4F)CC3)c(=O)c2=O)CC1 | 0 | 5 | 4 | 0 | 14 | -3 | -6
C=CC[C@H](CC(=O)N(CCO)Cc1ccccc1)C(=O)N[C@H](COC(=O)[C@@H](CC=C)Cc1ccc(F)cc1)Cc1c[nH]c2ccccc12 | 0 | 82* | 1 | nt | nt | -11 | -4
CN(C)c1ccc(-c2nc3ccccc3c(=O)[nH]2)cc1 | 62* | 81* | 0 | 0 | 66* | -1 | nt
Cc1cccc(CNc2ccc(C(CC(N)=O)NC(=O)Cc3cccc4ccccc34)cc2[N+](=O)[O-])c1 (stereo not given) | 6 | -21 | -1 | -2 | -9 | -9 | -2
C=C1[C@H](C)CN(S(=O)C(C)(C)C)[C@H]1CCO (stereo not given in full) | -9 | -10 | 0 | -6 | -22 | -8 | nt
CC(C)(C)c1ccc(CC(=O)N2CCC2(C)C(=O)N2CCCCC2)cc1 (stereo not given) | 10 | 6 | 1 | 1 | 6 | 2 | nt
O=C(/C(N=Nc1cccc(C(F)(F)F)c1)=C(/O)c1cccs1)C(F)(F)F | -44 | -84 | 7 | 3 | nt | -5 | 8
c1ccc(Nc2ncnc3sccc23)cc1 | -13 | -41 | 3 | 10 | 9 | -3 | -2
O=C(Nc1ccc(F)cc1)N1CC(=O)N2[C@H](C1)[C@@H](c1ccc(-c3cccc(F)c3)cc1)[C@@H]2CO | 7 | 24 | 0 | 4 | 1 | -5 | nt
COc1ccc([C@H]2N[C@]3(CCCN(CC4CCCCC4)C3=O)[C@H]3C(=O)N(Cc4ccccc4)C(=O)[C@@H]23)cc1 | -5 | 1 | 10 | -1 | -12 | -3 | nt
COCCCn1c(=NC(=O)c2ccccc2)c(C#N)cc2c(=O)n3cccc(C)c3nc21 | -7 | 13 | 4 | -63 | nt | -1 | -5
Cc1ccc(NC(=S)NC2CCCC2)cc1C | nt | -39 | nt | nt | -19 | nt | -5
CCOCCc1nnc(NC(=O)CS(=O)(=O)Cc2ccccc2)s1 | -4 | -5 | 6 | -4 | 2 | 0 | -3
C[C@H](CO)N1C[C@H](C)[C@H](CN(C)C(=O)Nc2ccc3c(c2)OCO3)OCCCC[C@H](C)Oc2ccc(NS(=O)(=O)c3cccs3)cc2C1=O | -13 | -7 | 2 | 2 | 13 | nt | -5
C=CCSc1nnc(CNC(=O)c2ccc(Cl)cc2)n1CC | 1 | 0 | 4 | 2 | 13 | 3 | -1
C/C(=N/NC(=O)CNC(=O)c1ccccn1)c1ccc([N+](=O)[O-])cc1 | 0 | -16 | nt | -1 | 14 | 1 | 6
O=C(Cn1nc(-c2ccco2)ccc1=O)Nc1ccc(Br)cc1 | -8 | -2 | 0 | -7 | 14 | 0 | 4
COc1ccc(OC(=O)N(C)C[C@H]2OCc3ccccc3-c3ccccc3C(=O)N([C@H](C)CO)C[C@H]2C)cc1 | 0 | 10 | 0 | -3 | -6 | -4 | 0
CCc1ccc(C(=O)CCC(=O)Nc2ccc(OC)c(S(=O)(=O)N3CCCCC3)c2)cc1 | -3 | -4 | 1 | -3 | 6 | 4 | nt
O=C(C[C@@H]1C=C[C@H](NC(=O)CN2CCOCC2)[C@@H](CO)O1)NCCc1ccncc1 | 4 | nt | 1 | -2 | -3 | 0 | nt
CCCCCOc1ccc(C(=O)OCC(=O)Nc2cc(C)on2)cc1 | 6 | -3 | 0 | -1 | 14 | 14 | -3
Cc1ccc2cc3c(N)c4c(C)ccc(C)c4nc3nc2c1 | 4 | 5 | 0 | -6 | -1 | -6 | 7
CCOC(=O)c1ccccc1CN1C(=O)c2ccccc2S1(=O)=O | 0 | -6 | 1 | -5 | -12 | 0 | -4
CCn1c(SCC(=O)NC2CC2)nnc1-c1cccs1 | -1 | -13 | -3 | 1 | 2 | 3 | -7
Cc1ccc(CNC(=O)CN2c3cccc4cccc(c34)S2(=O)=O)cc1 | 9 | 4 | 4 | 6 | -5 | -1 | nt
O=C(CNC1CCCCC1)Nc1ccc(S(=O)(=O)N2CCCCC2)cc1 | 9 | 5 | -7 | 0 | 3 | -2 | 0
CN1[C@@H]2Cn3c(ccc(/C=C/c4ccccc4)c3=O)[C@H]1[C@@H](C(=O)NC1CCCC1)[C@@H]2CO | -7 | 4 | 3 | -101 | -16 | 5 | nt
CC(=O)/C=C1\OCc2ccccc21 | -3 | -6 | 3 | -3 | -45 | -4 | nt

More entries follow:
SMILES | EWS-Fli inh | PAX8 inh HTS | Casp6 inh | SIRT5 inh | LGR2 antag | DENV2 CPE rescue | ARNT TACC3 PPI
NC(=O)c1cccc(N=Cc2cc(Cl)cc(Cl)c2O)c1 | -3 | 4 | 1 | -4 | -12 | -5 | -14
C[C@@H]1CN([C@@H](C)CO)C(=O)Cc2cc(NS(C)(=O)=O)ccc2O[C@@H]1CN(C)Cc1ccc2c(c1)OCO2 | -5 | -4 | -1 | 4 | 12 | -9 | -4
COc1ccc(OC)c(CC(=O)NC(c2ccccc2)c2ccccc2)c1 | -2 | 6 | nt | -4 | 7 | -3 | nt
O=C(C1CCOCC1)N1C[C@H]2[C@@H](c3ccccc31)[C@@H](CO)N2Cc1ccccc1F | 1 | -12 | 0 | -3 | -1 | -5 | -11
NC(=O)c1cc(Sc2ccccc2)nc2ccccc12 | -18 | -72 | nt | 1 | -19 | -6 | -3
C[C@@H]1CN([C@@H](C)CO)C(=O)c2cc(NS(=O)(=O)c3ccc(Cl)cc3)ccc2O[C@@H](C)CCCCO[C@H]1CN(C)Cc1ccc(C(F)(F)F)cc1 | 21 | 102* | 1 | 9 | 24 | 19 | 11
Cc1ccc(NS(=O)(=O)c2cc(C(=O)N3CCCC3)ccc2C)cc1C | 12 | -6 | -3 | -4 | -1 | -4 | nt
COc1ccccc1C(=O)N1CCN(C(=O)[C@@H](Cc2ccccc2)NC(=O)[C@H]2O[C@@H](n3cnc(C(N)=O)n3)[C@H](O)[C@@H]2O)CC1 | -3 | -14 | -1 | -3 | 8 | -18 | nt
COc1ccc2c([N+](=O)[O-])c(N3CCOCC3)[nH]c2c1 | -12 | -11 | 2 | 3 | 4 | 5 | nt
COc1ccccc1CN1CCCC(N2CCN(c3ccc(F)cc3)CC2)C1 (stereo not given) | 15 | 11 | -7 | -2 | 2 | 1 | 1
